TWEAK-Fn14 inh – blocks TWEAK-Fn14 interaction in a reporter cell assay. TWEAK-stimulated Fn14 reporter cells, luciferase luminescence, 8 h. inhibition, % at 10 µM. 2% of 360,000 active; in the data active = inhibition above about 50%
NR5A2 inv ag – inverse agonists of human LRH-1 (NR5A2). 0.13% of 360,000 active. AID 602396. O00482. inhibition, % at 3.6 µM. HEK293T StAR-luciferase reporter, LRH-1 transfected, 24 h;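 active = inhibition above the mean inhibition of all tested compounds plus 3 SD, cut at about 73% in these data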;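 note: 0% = DMSO wells and 100% = reporter-only cells lacking LRH-1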
Target sequence (O00482 whole entry, looked up): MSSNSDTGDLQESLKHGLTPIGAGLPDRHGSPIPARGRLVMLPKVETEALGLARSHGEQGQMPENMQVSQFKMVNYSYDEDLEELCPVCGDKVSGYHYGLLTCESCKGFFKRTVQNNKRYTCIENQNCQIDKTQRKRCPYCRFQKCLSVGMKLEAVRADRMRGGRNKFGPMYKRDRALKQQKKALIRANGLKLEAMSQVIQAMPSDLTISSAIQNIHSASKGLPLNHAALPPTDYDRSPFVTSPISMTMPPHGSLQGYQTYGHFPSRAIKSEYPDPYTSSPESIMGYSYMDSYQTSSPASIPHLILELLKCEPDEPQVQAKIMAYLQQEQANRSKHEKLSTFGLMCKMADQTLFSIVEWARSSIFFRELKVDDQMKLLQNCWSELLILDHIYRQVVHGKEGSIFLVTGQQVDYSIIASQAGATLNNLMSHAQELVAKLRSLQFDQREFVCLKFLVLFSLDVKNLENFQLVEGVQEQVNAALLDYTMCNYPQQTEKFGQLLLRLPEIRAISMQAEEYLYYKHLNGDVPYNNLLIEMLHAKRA
NCOA3 inh – inhibits human SRC3 coactivator | Q9Y6Q9 | HEK293 GAL4-SRC3 luciferase reporter, luminescence | inhibition, % at 3.6 µM | 0.17% of 360,000 active;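 active = inhibition above a per-campaign cutoff, the mean of all compounds plus 3 SD, cut at about 60% in these data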;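 note: 0% = DMSO-treated cells and 100% = gossypol-treated cells at 36 µM; higher means less SRC3-driven luciferase light from the GAL4 reporter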
KKLEB cytotox – CF airway cell cytotoxicity counter-screen | activity change (cytotoxicity), % at 5 µM | KKLEB CF airway cells viability, ATPlite luminescence, overnight; stronger effect = lower value; cells stimulated with P. aeruginosa culture filtrate | 0.36% of 360,000 active | AID 602141;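 active = corrected activity change at or below -50% at 5 µM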
COUP-TFII inh – inhibitors of human COUP-TFII (NR2F2). 0.7% of 370,000 active. AID 686940. inhibition, % at 8.6 µM. HEK293T NGFI-A luciferase reporter, luminescence;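 active = inhibition above a per-plate cutoff, mean inhibition of test wells between control levels plus 3 SD, cut at about 38% in these data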;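 note: cells cotransfected with COUP-TFII expression vector driving the NGFI-A reporter; 0% = median of COUP-TF2 test wells and 100% = reporter-only cells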
Target sequence (P24468 whole entry, looked up): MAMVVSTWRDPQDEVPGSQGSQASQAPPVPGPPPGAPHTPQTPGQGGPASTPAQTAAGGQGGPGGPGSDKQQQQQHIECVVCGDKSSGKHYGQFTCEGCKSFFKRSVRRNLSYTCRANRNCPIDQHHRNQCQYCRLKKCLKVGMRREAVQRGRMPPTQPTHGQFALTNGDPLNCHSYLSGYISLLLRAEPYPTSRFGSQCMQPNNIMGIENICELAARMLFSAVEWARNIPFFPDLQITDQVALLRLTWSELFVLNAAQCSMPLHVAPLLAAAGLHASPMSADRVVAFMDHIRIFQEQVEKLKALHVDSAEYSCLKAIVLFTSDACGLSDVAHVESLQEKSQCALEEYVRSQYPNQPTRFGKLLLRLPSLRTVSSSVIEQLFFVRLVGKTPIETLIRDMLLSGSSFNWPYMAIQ
EBV LMP1 NFkB – reduces LMP1-driven NF-kappaB luciferase signal | AID 504558 | 0.69% of 350,000 active | inhibition, % at 12.5 µM | LMP1-induced NF-kappaB luciferase reporter cells, luminescence; in the data active = inhibition above about 41%;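 note: 0% = neutral control wells and 100% = reference inhibitor control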
CF NFkB block – cystic fibrosis NF-kB activation inhibition | 0.86% of 360,000 active | inhibition, % at 5 µM | KKLEB NF-kB-GFP reporter, PAF-induced, GFP fluorescence overnight;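 active = at least 50% inhibition at 5 µM, scaled per plate between neutral and stimulator controls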;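 note: PAF is a Pseudomonas aeruginosa culture filtrate used as stimulus; plate controls were PAF-stimulated DMSO wells for no effect and unstimulated DMSO wells for full effect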
C8 TRAIL sens – sensitizes caspase-8 expressing cells to TRAIL. NB7+C8 cells + TRAIL, ATPlite viability luminescence. inhibition (viability loss, TRAIL sensitization), % at 10 µM. 1% of 360,000 active. AID 624354;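 active = compounds causing at least 50% loss of cell viability in the single-dose screen, relative to plate controls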
SRC2 inh – human SRC2 (NCOA2) inhibition. 0.17% of 370,000 active. HEK293 GAL4-SRC2 luciferase reporter, luminescence. inhibition, % at 9 µM;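 active = inhibition above the mean inhibition of all tested compounds plus 3 SD, set per campaign, cut at about 52% in these data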;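 note: 0% = DMSO treated cells and 100% = cells given Gossypol at 36 µM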
NCOA1 inh – inhibits human SRC1 coactivator; HEK293 GAL4-SRC1 luciferase reporter, luminescence; inhibition, % at 3.6 µM; 0.12% of 360,000 active; AID 588354; Q15788;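 active = inhibition above the campaign mean plus 3 SD, with each screening campaign given its own cutoff, cut at about 60% in these data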;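 note: 0% = DMSO treated cells and 100% = gossypol at 36 µM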
TROY NFkB inh – inhibitors of TROY-dependent NF-kB signaling | Q293 LMP1-TROYcd NF-kB luciferase reporter, 4 h | inhibition, % at 10 µM | 0.98% of 360,000 active;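 active = compounds whose plate-normalised and pattern-corrected inhibition of the luciferase reporter signal at the single screening dose is 50% or more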
Numbers without * were called inactive; x = not tested or not shown. This is a subset; rates above refer to the full screens.

SMILES	TWEAK-Fn14 inh	NR5A2 inv ag	NCOA3 inh	KKLEB cytotox	COUP-TFII inh	EBV LMP1 NFkB	CF NFkB block	C8 TRAIL sens	SRC2 inh	NCOA1 inh	TROY NFkB inh
CC1=NCCc2c1[nH]c1ccccc21	-9	-4	8	-5	-14	1	-26	-5	-7	-3	-7
O=C(COc1ccc2ccccc2c1)N1CCN(Cc2ccncc2)CC1	6	-8	10	-2	-2	-3	11	-27	9	-6	5
O=C(c1ccc(C(F)(F)F)cc1)C1CCCN(Cc2ccc(CO)o2)C1 (stereo unspecified)	-1	20	14	-2	-9	-1	11	-13	14	2	1
CCCN(CC1CC1)CC(O)c1ccccc1 (stereo unspecified)	-3	2	8	5	15	8	-8	-10	-2	8	-5
CCCC1CCCCC12C(=O)NC(=O)NC2=O (stereo unspecified)	-3	-6	-4	-4	11	1	22	-14	15	0	-2
O=c1[nH]c2ccccc2n1C1CCN(C(CCc2ccccc2)c2nnnn2-c2ccc3c(c2)OCCO3)CC1 (stereo unspecified)	70*	31	60	-90*	4	x	60*	12	21	-17	59*
Cc1cccc(OP(N)(=O)Oc2cccc(C)c2)c1	-9	2	16	0	14	6	-7	-12	-12	-14	13
CCCn1nc2ccccc2c1P(=O)(N1CCOCC1)N1CCOCC1	-5	-6	12	4	-2	4	-7	-5	-4	10	9
Cc1cccc(OP(=O)(Nc2ccc(F)cc2)Oc2cccc(C)c2)c1	1	6	6	-20	6	-2	34	-3	-4	-18	1
N#CC(C#N)=C(N)c1cccnc1	5	8	17	0	-2	-6	-3	-7	-21	0	-10
COc1ccc2nc(NC(=O)CCc3nc(C4=CCN(C)CC4)no3)sc2c1	-4	-7	-5	6	x	8	11	18	x	-4	-22
Cn1c(O)c(/C=N/N2CCOCC2)c(=O)n(-c2ccccc2)c1=S	-3	5	7	-8	10	-8	2	-9	19	-11	5

Some of the entries so far, in markdown.
| mol | TWEAK-Fn14 inh | NR5A2 inv ag | NCOA3 inh | KKLEB cytotox | COUP-TFII inh | EBV LMP1 NFkB | CF NFkB block | C8 TRAIL sens | SRC2 inh | NCOA1 inh | TROY NFkB inh |
| --- | --- | --- | --- | --- | --- | --- | --- | --- | --- | --- | --- |
| Cn1c(O)c(/C=N/N2CCOCC2)c(=O)n(-c2ccccc2)c1=S | -3 | 5 | 7 | -8 | 10 | -8 | 2 | -9 | 19 | -11 | 5 |
| N#CC(C#N)=C(N)c1cccnc1 | 5 | 8 | 17 | 0 | -2 | -6 | -3 | -7 | -21 | 0 | -10 |

The main list resumes, repeating the 2 entries before the break.
SMILES	TWEAK-Fn14 inh	NR5A2 inv ag	NCOA3 inh	KKLEB cytotox	COUP-TFII inh	EBV LMP1 NFkB	CF NFkB block	C8 TRAIL sens	SRC2 inh	NCOA1 inh	TROY NFkB inh
COc1ccc2nc(NC(=O)CCc3nc(C4=CCN(C)CC4)no3)sc2c1	-4	-7	-5	6	x	8	11	18	x	-4	-22
Cn1c(O)c(/C=N/N2CCOCC2)c(=O)n(-c2ccccc2)c1=S	-3	5	7	-8	10	-8	2	-9	19	-11	5
CCOC(=O)C1=C(N)OC(C)=C(C(=O)OCCOC)C12C(=O)Nc1ccccc12 (stereo unspecified)	2	10	12	-8	-12	-15	7	-5	-9	-13	-3
COc1ccc(N2C(=O)CC(N3CCC(n4c(=O)[nH]c5ccccc54)CC3)C2=O)cc1 (stereo unspecified)	0	-17	13	-16	3	8	-1	-18	-19	-16	-10
O=C(NCC(c1cccnc1)N1CCOCC1)Oc1ccccc1 (stereo unspecified)	-6	-4	2	-14	15	-5	13	-2	-11	-4	-10
O=C(O)C1C2c3ccccc3C(c3ccccc32)C1C(=O)Nc1ccccc1 (stereo unspecified)	1	23	14	19	24	-1	1	4	-31	-4	-12
CCN1CCN(c2ccc(N)cc2C)CC1	-33	-10	-6	-4	-4	1	12	-30	11	-5	13
O=S(=O)(c1ccc(Cl)cc1)N1CC1c1ccccc1 (stereo unspecified)	8	11	8	-12	-9	-5	20	-2	2	4	-11
CC1=C2CCC3C(CCC4=CC(=O)CCC43C)C2CC1 (stereo unspecified)	-10	5	-8	-8	-4	6	23	-1	-17	17	10
C[Se]C[C@@H](N)C(=O)O	3	-16	-1	-9	-8	-2	21	10	6	5	14
C=CCn1c(O)c(C(CC)=NCCN2CCN(C(=S)NC)CC2)c(=O)[nH]c1=O	7	-4	9	-1	-7	7	-8	-11	-7	9	14
CCOP(=O)(OCC)C(NC(=O)C(Cl)Cl)C(Cl)(Cl)Cl (stereo unspecified)	-2	10	6	7	9	-9	0	-4	-11	3	12
Fc1cccc(CNCCc2c[nH]c3ccccc23)c1	-7	-4	-4	-11	0	-5	1	14	7	-41	13
O=C(c1ccc(Cl)cc1)C1CCCN(Cc2cccc3ncccc23)C1 (stereo unspecified)	25	-2	17	-12	41*	10	4	27	33	4	16

Looked up above.
Entry for CCOC(=O)C1=C(N)OC(C)=C(C(=O)OCCOC)C12C(=O)Nc1ccccc12 (stereo unspecified) in COUP-TFII inh: -12
Entry for COc1ccc(N2C(=O)CC(N3CCC(n4c(=O)[nH]c5ccccc54)CC3)C2=O)cc1 (stereo unspecified) in TROY NFkB inh: -10
Entry for C[Se]C[C@@H](N)C(=O)O in TROY NFkB inh: 14
Entry for C=CCn1c(O)c(C(CC)=NCCN2CCN(C(=S)NC)CC2)c(=O)[nH]c1=O in EBV LMP1 NFkB: 7
Entry for O=C(NCC(c1cccnc1)N1CCOCC1)Oc1ccccc1 (stereo unspecified) in NCOA1 inh: -4
Entry for O=S(=O)(c1ccc(Cl)cc1)N1CC1c1ccccc1 (stereo unspecified) in KKLEB cytotox: -12
Entry for CCN1CCN(c2ccc(N)cc2C)CC1 in EBV LMP1 NFkB: 1

The listing continues.
SMILES	TWEAK-Fn14 inh	NR5A2 inv ag	NCOA3 inh	KKLEB cytotox	COUP-TFII inh	EBV LMP1 NFkB	CF NFkB block	C8 TRAIL sens	SRC2 inh	NCOA1 inh	TROY NFkB inh
Cc1cccc(-n2c(-c3ccccc3)nc3ccccc3c2=O)n1	9	3	-8	0	1	2	-12	2	-21	-7	11
Cc1ccc(NS(=O)(=O)c2ccc(OCC(=O)N3CCN(C)CC3)cc2)cc1	-17	11	25	-14	-3	7	22	0	-1	0	2
COc1ccc(CC(=O)N2C[C@H]3C[C@@H](C2)c2cccc(=O)n2C3)cc1	5	-37	-2	12	-9	0	3	-5	19	-14	0
S=C(c1ccc(Cl)cc1)N1CCOCC1	-1	-12	23	-7	-2	0	10	-13	-8	-5	-9
O=C(Nc1ccc(F)cc1)c1c(O)c2c(n(Cc3ccccc3)c1=O)CCCC2	14	21	2	-10	2	1	-5	-1	-20	-2	-9
CN(C)c1cccc(CN2CCN(c3ccccc3)CC2)c1	-5	-11	-4	16	1	x	-12	26	11	3	-14
O=c1c2ccccc2nc(-c2ccco2)n1-c1ccc(Br)cn1	8	15	23	-3	12	-4	-3	5	-3	16	-12
FC(F)(F)c1ccc(CNCCc2ccc3c(c2)OCO3)cc1	-8	16	-7	-8	20	-6	-2	-2	12	-13	4
CC(=O)N1CCC2(CC1)CC(=O)c1cc(OCC(=O)N3CCC4(CC3)OCCO4)ccc1O2	18	-8	10	8	-2	9	-2	7	12	6	4
CCc1ccccc1NC(=O)CN1CCN(C(=O)COc2ccccc2C#N)CC1	11	22	15	-12	1	8	7	-3	5	7	17
Cc1ccc(N2C(=O)NC(=O)/C(=C\c3cc(C)n(-c4ccc(C(=O)O)cc4)c3C)C2=O)cc1	6	6	-3	6	-10	1	-1	-10	-12	-22	4
CCCCC/C(=N\O)c1c[nH]c2ccccc12	2	-6	-5	-7	4	-7	0	0	-18	-9	-24
CC1C(c2cccs2)=[N+]([O-])C(C)(C(=O)c2ccc(F)cc2)N1O (stereo unspecified)	-2	-12	10	4	3	11	-5	-11	-8	-12	19
COc1cccc(C(c2nnnn2C2CCCCC2)N2CCC3(CC2)C(=O)NCN3c2ccccc2)c1OC (stereo unspecified)	37	-1	17	-12	6	x	14	2	12	17	17
CC(=NCCO)c1c(O)n(C2CCCCC2)c(=O)[nH]c1=O	-6	1	19	3	4	0	10	-15	1	-16	-4
O=C(COC(=O)Cc1ccccc1)Nc1ccc(F)cc1	-11	0	8	-2	0	-24	2	-1	-4	-1	-18
CCC1CN(C)CCC1(OC(C)=O)c1ccccc1 (stereo unspecified)	-1	-7	11	-8	19	-20	16	-6	-12	-12	8
CC1CCCCN1Cc1ccc(Cl)nc1 (stereo unspecified)	-18	10	6	-1	-3	-7	4	2	-4	-33	4
C[C@@H]1CN([C@H](C)CO)C(=O)CCCn2cc(nn2)CO[C@H]1CN(C)C(=O)Oc1ccc2ccccc2c1	-5	-4	-6	-9	x	-4	11	-7	x	5	8
Cc1ccc(-n2c(O)c(/C=C/C=Nc3ccccc3)c(=O)[nH]c2=O)cc1	8	14	0	-5	12	-9	11	4	-4	0	-13
C=CCC1(CCCCC)C(=O)NC(=S)NC1=O	-5	4	9	-7	13	1	4	-2	-6	-4	2
Cc1cc(OC(C)C(=O)NCc2ccncc2)c2c3c(c(=O)oc2c1)CCCC3 (stereo unspecified)	-2	23	-14	-10	-5	-1	-2	-15	7	-8	0
O=P(NS(=O)(=O)c1ccc(Cl)cc1)(Oc1ccccc1)Oc1ccccc1	-1	5	21	-14	-10	0	-6	-9	-32	12	1
O=C(NC1(C(F)(F)F)Oc2ccc(Cl)cc2O1)N1CCC2(CC1)OCCO2 (stereo unspecified)	-156	3	-19	-3	-17	-6	1	39	-6	-2	-166
O=c1[nH]c(O)c(C=NC2CCCCC2)c(=O)[nH]1	-4	-11	18	10	30	-1	2	9	-14	-24	-15
O=C(c1ccc(F)cc1)C(Cc1ccccc1)N1CCCCC1 (stereo unspecified)	-3	13	12	0	15	2	22	-7	2	-8	-37
O=c1[nH]c(O)c(Cc2ccc3c(c2)OCO3)c(=O)[nH]1	-1	10	5	-2	-10	3	8	0	5	-23	3

Screening data (PubChem BioAssay)
